Assay outcomes as filed in PubChem BioAssay.
SIAE inh: blocks human sialic acid acetylesterase. Q9HAT2. SIAE FP-Rh probe binding, fluorescence polarization. inhibition, % at 9.66 µM. actives 0.69% (n = 370,000);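 active = inhibition above a cutoff: mean of compounds within the control limits plus 3 SD of those, cut at about 17% in these data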;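 note: 0% = plate median of compound wells and 100% = probe without SIAE protein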
HTRA1 inh: blocks human HTRA1 serine peptidase; recombinant HTRA1, FP-rhodamine activity-based probe, fluorescence polarization; inhibition, % at 5.96 µM; actives 0.5% (n = 340,000); in the data active = inhibition above about 36%;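 note: 0% = enzyme with DMSO and 100% = wells lacking enzyme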
Target sequence (Q92743 whole entry, looked up): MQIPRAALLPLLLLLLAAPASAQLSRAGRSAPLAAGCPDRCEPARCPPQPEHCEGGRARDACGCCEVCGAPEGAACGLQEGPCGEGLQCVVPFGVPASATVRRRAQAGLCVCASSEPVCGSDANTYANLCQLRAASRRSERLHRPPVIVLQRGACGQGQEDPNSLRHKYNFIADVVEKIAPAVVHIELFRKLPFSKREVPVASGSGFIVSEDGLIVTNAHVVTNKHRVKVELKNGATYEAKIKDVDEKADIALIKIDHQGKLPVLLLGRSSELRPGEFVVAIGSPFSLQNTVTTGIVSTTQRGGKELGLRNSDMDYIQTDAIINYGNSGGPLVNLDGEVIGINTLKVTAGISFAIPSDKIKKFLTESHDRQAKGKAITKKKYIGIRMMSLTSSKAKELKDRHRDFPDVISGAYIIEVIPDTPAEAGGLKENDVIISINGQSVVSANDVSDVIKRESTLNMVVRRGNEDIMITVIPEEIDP
LEDGF integ inh: blocks HIV-1 LEDGF/p75-dependent DNA integration. TR-FRET IN-LEDGF/p75 DNA integration, Eu/Cy5. inhibition, % at 3.7 µM. actives 0.64% (n = 370,000). AID 743269;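 active = inhibition above the screen-wide mean plus 3 SD, cut at about 13% in these data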;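 note: signal is the Cy5 over europium emission ratio at 671 and 618 nm; 0% = plate median of compound wells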
TDP2 absorb: blocks human TDP2 phosphodiesterase activity | O95551 | recombinant TDP2, T5PNP hydrolysis, p-nitrophenol absorbance 415 nm | inhibition, % at 12.8 µM | actives 0.34% (n = 370,000);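 active = inhibition above the mean of all tested compounds plus 3 SD, set per campaign, cut at about 25% in these data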;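 note: 0% = DMSO with enzyme and 100% = buffer with substrate but no TDP2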
Target sequence (O95551 whole entry, looked up): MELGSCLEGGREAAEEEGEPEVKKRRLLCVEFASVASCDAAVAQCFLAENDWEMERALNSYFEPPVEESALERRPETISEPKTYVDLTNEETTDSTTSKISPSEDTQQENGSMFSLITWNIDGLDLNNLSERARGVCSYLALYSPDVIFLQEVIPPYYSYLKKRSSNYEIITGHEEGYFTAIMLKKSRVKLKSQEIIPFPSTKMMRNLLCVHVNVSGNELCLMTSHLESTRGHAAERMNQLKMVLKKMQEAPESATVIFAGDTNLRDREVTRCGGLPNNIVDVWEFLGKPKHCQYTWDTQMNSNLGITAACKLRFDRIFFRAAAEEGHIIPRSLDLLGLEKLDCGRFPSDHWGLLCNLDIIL
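Material: recombinant human TDP2; quantity: TDP2 enzyme at 120 nM final; medium: Tris-HCl pH 7.5 with MgCl2; compound: single concentration, 12.8 µM nominal, with 1% DMSO; incubation: 2 h enzyme incubation at 37 °C; signal: epi absorbance; measure: percent inhibition; benchmarks: high control without enzyme, low control DMSO plus TDP2; repeats: singlicate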
PRMT1 inh: blocks human protein arginine methyltransferase 1; Q99873; recombinant PRMT1, activity-based probe fluorescence polarization; inhibition, % at 2.79 µM; actives 1.3% (n = 370,000); AID 652257;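 active = inhibition above about 21% made by adding two undisclosed values, limit read from the data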
ABHD4 inh: inhibits mouse alpha/beta hydrolase domain 4 | actives 0.54% (n = 370,000) | inhibition, % at 8.92 µM | AID 720543 | purified mABHD4, FP-Rh probe fluorescence polarization;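 active = inhibition exceeding the mean over every tested compound plus 3 SD, cut at about 30% in these data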;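 note: 0% = plate median of compound wells and 100% = S159A mutant with DMSO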
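Material: mouse ABHD4 enzyme, wild type; Benchmarks: S159A mutant high control, sample median low control; Buffer or medium: HEPES pH 7.0, NaCl, Pluronic buffer; Signal: fluorescence polarization; Read-out: percent inhibition of probe binding, normalized to plate controls; Timing: pre-incubation 45 min, probe exposure 60 min, at 25 °C; Dosing: 8.92 µM, single dose.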
TCR-CD3 inh: human TCR-CD3 binding inhibition; TAMRA-labeled TCR probe fluorescence, biochemical; inhibition, % at 9.4 µM; actives 0.37% (n = 360,000); in the data active = inhibition above about 19%;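 note: recombinant mutant TCR 2C K166C tagged with TAMRA read by polarization; 0% = receptor in buffer alone and 100% = receptor with positive control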
rCAG RNA binder: binds r(CAG) RNA repeats. AID 651821. r(CAG) RNA repeat, TO-PRO-1 dye displacement fluorescence. actives 1.3% (n = 370,000). inhibition, % at 3 µM;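 active = inhibition above the plate cutoff, the mean of all test compounds on that plate plus 3 SD, cut at about 35% in these data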;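 note: 0% = DMSO alone and 100% = 100 µM mitoxantrone as full dye displacement; higher means more dye released from RNA so lower well fluorescence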
PG9 binder: small molecules binding HIV-1 gp120 antibody PG9; TR-FRET gp120-PG9 antibody binding; inhibition, % at 6.7 µM; actives 0.43% (n = 360,000); AID 624416; in the data active = inhibition above about 8.5%
NR1D1 modulator: modulators of human Rev-erb alpha DNA binding. activity, % at 10 µM. actives 0.79% (n = 370,000). P20393. AID 1259318. Rev-erbα–FITC-DNA binding, fluorescence polarization, 90 min;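 active = activity above about 14%, limit read from the data; passing the limit was not always enough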;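 note: 0% = DMSO wells with 35 nM protein and 100% = DMSO wells with 750 nM protein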
* = called active by the depositor; . = not tested or not shown.

SMILES	SIAE inh	HTRA1 inh	LEDGF integ inh	TDP2 absorb	PRMT1 inh	ABHD4 inh	TCR-CD3 inh	rCAG RNA binder	PG9 binder	NR1D1 modulator
CC1=C(C(N)=O)C(c2ccc(Br)cc2)n2ncnc2N1 (stereo unspecified)	5	-1	3	10	-3	-2	7	0	-1.4	-2
O=C(NCC1CCCN1S(=O)(=O)c1cccs1)c1c(F)cccc1F (stereo unspecified)	-8	-4	1	0	9	-10	-7	6	1.8	-5
O=C(c1ccc2c(c1)C(=O)NC2=O)c1ccc2c(c1)C(=O)NC2=O	-3	.	1	1	-1	-4	-9	1	-2.5	0
CC1CN(C(=S)Nc2ccc(Br)cc2)CC(C)O1 (stereo unspecified)	-1	-1	-3	7	1	4	3	-4	-0.2	3
COc1cc(OC)c(OC)cc1CN1CCCC(C(=O)c2sccc2C)C1 (stereo unspecified)	1	4	-2	-1	5	2	-10	-10	-0.5	-2
Nc1nncn1C(=O)c1ccc(Cl)cc1Cl	-8	-1	3	4	1	0	4	-2	-0.5	1
O=[N+]([O-])c1cc(-c2ccc(/C=N/n3cnnc3)o2)ccc1Cl	7	-4	4	11	-5	0	-2	3	-1.3	-8
CC(C)S(=O)(=O)N[C@@H]1c2cc3c(cc2[C@H](c2ccccc2)[C@H]1C)OCO3	9	.	-2	5	5	12	-6	8	-1.4	0
COc1ccc(-c2nnc(SCC(=O)Nc3ccc4c(c3)OCCO4)n2N)cc1OC	1	4	1	2	-4	-1	4	-5	0.6	-3
COc1ccc(CCNC(=O)CN2CCN(Cc3ccc(F)cc3)C2=O)cc1OC	2	4	3	7	-5	1	2	1	-1.8	-1
COC(=O)c1cc2ccc(OC)cc2c2cc(OC)c(OC)cc12	-39	-36	0	0	-2	-6	6	6	-1.5	2
CCOC(=O)[C@@H]1[C@H]2COc3cc(OC)ccc3[C@@H]2N2C(=O)N(c3cccc(C)c3)C(=O)[C@@]12C	3	-44	1	-1	1	-6	4	-7	-2.4	1
Cc1c(S(=O)(=O)N2CCN(c3ccccc3)CC2)c(=O)n(C)c(=O)n1C	-2	3	-1	17	-1	-1	-1	-4	0.3	1
O=C(CCNC(=O)C1CCN(S(=O)(=O)c2ccccc2)CC1)NCc1ccccn1	-2	2	3	0	-1	-3	9	-1	-1.1	0
O=C(Nc1nnc(Cc2ccc(Cl)cc2)s1)c1ccncc1	0	.	2	11	-2	1	8	4	0.7	-1
COc1ccc2c(c1)O/C(=C\c1ccccc1C)C2=O	-3	-24	2	-17	-3	-5	2	6	-2.3	-9
C=C1CCN([C@@H](C)C(=O)NCc2ccc(Cl)cc2)S(=O)(=O)c2ccccc21	1	-6	-1	12	-2	-1	7	-3	-0.8	1
Cc1nn(Cc2ccc(C(=O)N/N=C/c3ccncc3)o2)c(C)c1Cl	-3	-3	1	20	-2	2	-2	-6	-2.2	2
CCc1cccc(NC(=O)C2CCCN(S(=O)(=O)c3ccc4[nH]c(=O)ccc4c3)C2)c1 (stereo unspecified)	-6	1	-7	-6	6	1	-6	1	0.8	7
COC(=O)c1cc(=O)nc(NN=Cc2ccccc2)s1	-1	.	0	2	-8	2	0	6	0.5	-5
CC1=CCC(C(=O)O)C(C(=O)NC2CCCCC2)C1 (stereo unspecified)	22*	8	3	3	4	4	3	1	-1.2	1
CCCCNC(=O)CN1C(=O)NC2(CCOc3ccccc32)C1=O (stereo unspecified)	2	-4	1	-6	-1	-5	1	2	0.5	-5
Cc1ccc(OCC(O)CN2CCc3ccccc3C2)c(C)c1 (stereo unspecified)	-8	-6	-1	4	2	5	0	-7	-2.7	-6
O=C(Nc1ncc(Cc2ccc(SC(F)F)cc2)s1)c1ccc(OC(F)F)cc1	-18	-9	-3	2	2	-9	-8	7	22*	14
Cc1ccccc1OCC(=O)Nc1cc(Cl)ccc1Oc1ccccc1	-4	-6	-1	3	-3	3	8	1	-1.8	4

Next part
SMILES	SIAE inh	HTRA1 inh	LEDGF integ inh	TDP2 absorb	PRMT1 inh	ABHD4 inh	TCR-CD3 inh	rCAG RNA binder	PG9 binder	NR1D1 modulator
Cc1oc(S(=O)(=O)N(C)C)cc1C(=O)Nc1ccc(Cl)cc1	5	4	-3	-4	2	-7	7	-1	0.4	-5
O=C(NCC(c1cccs1)N1CCOCC1)c1cc(Cl)ccc1[N+](=O)[O-] (stereo unspecified)	9	-4	-6	6	3	4	-7	-3	2.2	-3
COc1ccc(C(=O)NNC(=O)c2ccc(F)c(S(=O)(=O)N3CCOCC3)c2)cc1	-5	5	4	-2	-3	-1	9	1	-3.6	-6
O=C(COc1ccccc1)NCCSCc1ccccc1Cl	12	4	4	-5	-7	-6	2	-5	-3.3	1
CCn1c(SCC(=O)NCC2CCCO2)nc2cc(S(=O)(=O)N3CCCCC3)ccc21 (stereo unspecified)	0	-6	-3	-11	0	-1	-1	6	-2.1	-2
COc1cc2cc(CCCOC(=O)c3ccco3)oc(=O)c2cc1OC	9	-4	-1	4	-6	5	3	-7	-0.2	1
CCOc1ccc2c(c1)c(=O)c(S(=O)(=O)c1ccc(C)cc1)cn2CC	-4	-3	-3	-5	4	-12	-14	-2	-0.5	9
CC(=O)c1cc(-c2cccc(Cl)c2O)c(=O)n2c1CCC2	2	.	-2	11	0	-1	.	7	.	-4
CCOC(=O)Cc1csc(NC(=O)Nc2ccccc2)n1	0	-5	-2	-8	3	-3	-1	14	0.1	-2
CCc1nc2ccc(C(=O)NCCNC(C)=O)cn2c1N(CC)CCOC	7	.	1	8	-3	2	5	1	-0.4	2
CCC(=O)N1CCc2cc(S(=O)(=O)NCCN3CCC(C)CC3)ccc21	-1	0	-6	-9	0	-12	-11	-5	-2.2	0
COc1cccc(CNC(=O)[C@H]2CCCN2)c1	10	.	0	4	0	3	1	1	0.1	-5
O=C(CNc1cccc2ccccc12)N/N=C/c1ccc(OC(=O)/C=C/c2ccco2)cc1	8	21	-3	-1	12	5	-9	18	-2.6	-13
CC(=O)N(/N=C1\Sc2ccccc2C1=O)c1ccccc1	-6	3	3	4	6	0	3	5	-2.5	1
COc1cc(NS(=O)(=O)c2ccc(NC(=O)CCC(=O)O)cc2)nc(OC)n1	17*	3	0	19	-1	0	1	2	-2.8	2
Cc1cccc(NC(=O)c2cc(S(=O)(=O)N(C)c3ccc(F)cc3)ccc2Cl)n1	-1	-10	0	-1	1	-3	-5	-1	-0.6	2
CCC1CCCCN1CCNC(=O)c1[nH]c(C)c(C(C)=O)c1C (stereo unspecified)	0	-3	1	-10	-2	-1	-4	-7	-2.8	-1
CCOC(=O)N(C)C[C@@H]1OCc2cnnn2CCCC(=O)N([C@H](C)CO)C[C@@H]1C	-3	5	1	-6	-5	3	-5	4	0.6	-6
Cc1ccc(Cl)c(NC(=O)CN2C(=O)C(C)N(c3ccc(F)cc3)C2=O)c1Cl (stereo unspecified)	4	4	3	2	-1	-2	-10	2	0.8	2
CCOc1ccc(S(=O)(=O)Nc2ccc(F)cc2)c(C)c1C	6	-21	4	-17	-1	-20	-6	3	-2.7	-3
OCC[C@@H]1C[C@H](O)[C@@H](O)[C@]2(CCCO2)O1	4	0	3	-6	3	-5	-8	1	0.4	0
O=c1ccc2ccc(O[C@@H]3O[C@H](CO[C@@H]4OC[C@](O)(CO)[C@H]4O)[C@@H](O)[C@H](O)[C@H]3O)cc2o1	-3	2	0	0	1	-5	-3	11	-0.1	-2
COC(=O)c1cc(=O)[nH]c(SCc2cccc(C)c2)n1	7	3	-2	1	-3	-2	2	1	-0.5	-5
Cc1ccc(S(=O)(=O)N(C)CC(=O)OCC(=O)NC(=O)NC(C)C)cc1	-2	4	2	2	-5	0	-2	-7	-1.5	2
O=C(NCc1cccnc1)C(=O)NCC(c1ccco1)N1CCN(c2ccccc2F)CC1 (stereo unspecified)	-5	1	-4	-5	0	-10	7	-5	-0.2	-5

(list continues)
SMILES	SIAE inh	HTRA1 inh	LEDGF integ inh	TDP2 absorb	PRMT1 inh	ABHD4 inh	TCR-CD3 inh	rCAG RNA binder	PG9 binder	NR1D1 modulator
O=C(Oc1cccc2cccnc12)c1ccc2c(c1)OCCO2	10	13	-2	0	-2	9	1	-6	1.5	4
CCOc1ccccc1C(=O)N/N=C/c1c[nH]c2ccccc12	2	4	0	2	0	11	3	2	-1.2	-7
COc1ccc(NC(=O)CSc2nc(=O)n(CCN3CCOCC3)c3c2CCC3)c(OC)c1	8	-2	2	8	-1	-1	12	-6	-0.3	-1
COC(=O)c1ccc2c(=O)n(CCN3CCOCC3)c(=S)[nH]c2c1	4	0	-1	-11	-1	6	-3	-5	-1.4	-5
CN1C(=O)[C@@](O)(c2cccn2C)c2cc(Cl)ccc21	-1	.	0	1	2	5	.	0	.	2
Cc1nc(SCC(=O)N2CCOCC2)c2c(C)c(C)sc2n1	1	4	-1	-4	-1	8	2	3	-3.1	-1
Cc1ccc2c(c1)cc(CN(C(=O)N1CCOCC1)C1CCCC1)c1nnnn12	-1	1	3	-7	0	-2	1	-3	-1.4	1
CC(=O)NC1CCCCN(C(C)C)C1=O (stereo unspecified)	-5	.	-2	-10	-2	3	.	2	.	0
CCOc1ccc(S(=O)(=O)N2CCN(C(=O)c3cccnc3)CC2)cc1	6	0	-2	10	-1	5	-1	-1	-1.8	14
CC(C)(C)OC(=O)NC(CCCCNC=O)C(=O)O (stereo unspecified)	-4	5	3	-12	-5	2	-1	2	-1.2	-4
C=CCn1c(O)c2ccc(C(=O)N=NC(=O)c3ccc(F)cc3)cc2c1O	8	-1	1	13	-2	7	-5	0	0.5	-3
O=C(CCC1CCCN(C(=O)c2ccc3cc[nH]c3c2)C1)N1CCN(c2ccccn2)CC1 (stereo unspecified)	-1	-6	2	2	0	2	6	-5	2.2	-3
CCc1cccc(CC)c1NC(=O)COC(=O)c1cccc(S(=O)(=O)N2CCc3ccccc3C2)c1	1	2	-2	10	-1	1	1	0	0.5	3
CC(Oc1ccc2c3c(c(=O)oc2c1)CCCC3)C(=O)NCc1cccnc1 (stereo unspecified)	6	1	1	14	-1	0	-5	-4	-0.9	1
COc1ccc(-c2csc(NC(=O)CSc3nnc(Nc4ccccc4C)s3)n2)cc1	-7	-12	-1	6	0	-10	5	6	-0.7	3
c1ccc2cc(Cn3ccc4ccc(-c5ccc6ccn(Cc7ccc8ccccc8c7)c6c5)cc43)ccc2c1	0	.	-2	6	2	11	.	28	.	4
CCCSc1ccc([C@H]2N[C@@](C)(C(=O)OC)[C@H]3C(=O)N(C)C(=O)[C@@H]23)cc1OC	3	-9	-3	0	4	0	2	-7	-1.4	3

Reprinted at random: 3 records from the list, in no set order.
SMILES	SIAE inh	HTRA1 inh	LEDGF integ inh	TDP2 absorb	PRMT1 inh	ABHD4 inh	TCR-CD3 inh	rCAG RNA binder	PG9 binder	NR1D1 modulator
CCOc1ccc(S(=O)(=O)N2CCN(C(=O)c3cccnc3)CC2)cc1	6	0	-2	10	-1	5	-1	-1	-1.8	14
CC(Oc1ccc2c3c(c(=O)oc2c1)CCCC3)C(=O)NCc1cccnc1 (stereo unspecified)	6	1	1	14	-1	0	-5	-4	-0.9	1
CCOc1ccccc1C(=O)N/N=C/c1c[nH]c2ccccc12	2	4	0	2	0	11	3	2	-1.2	-7

The list is partial; rates above refer to the full screens.
